Source: PubChem BioAssay (several laboratories)
DAX1 inh-1 – inhibitors of DAX1 repression of SF-1 activated StAR promoter. inhibition, % at 6.8 µM. AID 652010. 370,000 compounds, 1.1% hits. HEK293T StAR-luciferase reporter, SF-1/DAX-1 repression relief;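 active = inhibition above the mean over all tested compounds plus 3 SD, cut at about 3.6% in these data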;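 note: 0% = DAX-1 cells with DMSO and 100% = cells lacking DAX-1 with DMSO; higher inhibition means more luminescence from relief of DAX-1 repression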
GAA850 FXN act – activators of GAA850 frataxin (FXN) promoter; HEK293 lucGAA850 FXN promoter luciferase reporter, 24 h; percent of 10 µM SAHA response; activation, % at 6 µM; 360,000 compounds, 0.56% hits;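 active = activation above the average of all compounds screened plus 3 SD, cutoff fixed separately per campaign, cut at about 7.5% in these data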;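 note: 0% = DMSO wells and 100% = 10 µM SAHA wells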
hgDAF-12 ag – hgDAF-12 agonism, primary luciferase screen. HEK293 GAL4-hgDAF12 UAS-luciferase reporter, agonist luminescence; normalized to butyrate control. activation, % at 6.8 µM. 370,000 compounds, 1.8% hits. AID 687014;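 active = activation above a cutoff set at the mean of all screened compounds plus 3 SD, cut at about 10% in these data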;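 note: 0% = DMSO wells and 100% = sodium butyrate wells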
SMARCA2 activ – SMARCA2 function activation, primary screen; AID 652017; activation, % at 9.1 µM; MG213 cells, MMTV-luciferase reporter, dexamethasone, overnight; 370,000 compounds, 1% hits; in the data active = activation above about 7.8%;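 note: 0% = vehicle wells and 100% = reference activator wells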
DAX1 inh-2 – NR0B1 (DAX1) inhibition; P51843; HEK293 Gal4-DAX1 luciferase reporter, luminescence; inhibition, % at 6.75 µM; 340,000 compounds, 0.99% hits; AID 504766;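 active = inhibition above the mean over all tested compounds plus 3 SD, cut at about 4.2% in these data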;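 note: 0% = DAX1-transfected cells with DMSO and 100% = empty-vector control cells with DMSO; inhibition shows as a rise in luminescence from relieved DAX1 repression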
Target sequence (P51843 207-470 limits assumed): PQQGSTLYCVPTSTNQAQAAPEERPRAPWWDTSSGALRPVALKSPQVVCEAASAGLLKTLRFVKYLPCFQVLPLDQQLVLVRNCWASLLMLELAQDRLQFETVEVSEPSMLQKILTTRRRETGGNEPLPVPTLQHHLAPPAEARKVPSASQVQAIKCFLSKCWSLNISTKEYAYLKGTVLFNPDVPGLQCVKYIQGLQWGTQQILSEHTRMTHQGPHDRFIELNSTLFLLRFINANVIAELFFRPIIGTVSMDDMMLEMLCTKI
sPLA2-III inh – Inhibits HGIII-sPLA2 liposome hydrolysis, primary screen; Q9NZ20; QFRET BODIPY PC-A2 liposome hydrolysis, fluorescence; inhibition, % at 12.2 µM; 370,000 compounds, 0.56% hits;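 active = inhibition above mean plus 3 SD of compounds lying within the high and low control bounds, cut at about 19% in these data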;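 note: 0% = median of test compound wells and 100% = no enzyme DMSO wells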
Target sequence (Q9NZ20 whole entry, looked up): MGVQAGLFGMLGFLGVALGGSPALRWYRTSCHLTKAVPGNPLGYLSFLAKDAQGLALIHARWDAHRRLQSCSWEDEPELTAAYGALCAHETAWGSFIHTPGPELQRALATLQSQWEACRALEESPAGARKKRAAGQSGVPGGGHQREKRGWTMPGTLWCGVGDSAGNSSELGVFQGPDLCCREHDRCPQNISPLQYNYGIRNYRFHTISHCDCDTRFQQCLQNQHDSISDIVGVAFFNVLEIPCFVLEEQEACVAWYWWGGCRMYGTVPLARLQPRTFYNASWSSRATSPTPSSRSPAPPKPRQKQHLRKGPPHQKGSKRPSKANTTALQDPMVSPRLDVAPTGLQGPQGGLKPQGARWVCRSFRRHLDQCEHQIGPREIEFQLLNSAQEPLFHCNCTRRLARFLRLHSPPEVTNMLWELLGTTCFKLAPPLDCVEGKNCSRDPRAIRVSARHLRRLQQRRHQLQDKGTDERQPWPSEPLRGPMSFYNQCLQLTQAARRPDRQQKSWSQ
PLCb3 inh – blocks human PLC-beta3 enzyme activity. Q01970. inhibition, % at 12.2 µM. 370,000 compounds, 0.18% hits. AID 720704. Purified PLC-beta3, fluorogenic substrate, fluorescence; in the data active = inhibition above about 11%;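 note: 0% = median of compound wells on plate and 100% = full blocker control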
hcDAF12 agonist – activates DAF-12 receptor from parasite H. contortus | activation, % at 6.8 µM | HEK293 hcDAF-12 lit1-tk-luc reporter, luminescence; 0% DMSO, 100% Δ7-dafachronic acid | 370,000 compounds, 1.4% hits;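 active = activation above the mean of all tested compounds plus 3 SD, cut at about 5.5% in these data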;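 note: 100% = response to 3 µM Δ7-dafachronic acid high control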
ssDAF12 agonist – activates DAF-12 receptor from parasite S. stercoralis; HEK293 ssDAF-12/GRIP1 lit1-tk-luc reporter, luminescence; % of 3 µM dafachronic acid response; 370,000 compounds, 1% hits; activation, % at 6.8 µM; AID 652126;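 active = activation above the mean over all tested compounds plus 3 SD, cut at about 0.9% in these data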;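 note: 0% = DMSO-only wells and 100% = 3 µM delta7-dafachronic acid wells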
PG9 binder – small molecules binding HIV-1 gp120 antibody PG9 | TR-FRET gp120-PG9 antibody binding | inhibition, % at 6.7 µM | 360,000 compounds, 0.43% hits; in the data active = inhibition above about 8.5%
Rev-erbA mod – modulates human Rev-erb alpha binding to DNA. P20393. Rev-erbα–FITC-DNA binding, fluorescence polarization, 90 min. activity, % at 10 µM. 370,000 compounds, 0.79% hits. AID 1259318;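 active = activity above about 14%, limit read from the data; passing the limit was not always enough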;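 note: 0% = DMSO wells with 35 nM protein and 100% = DMSO wells with 750 nM protein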
* = called active by the depositor; / = not tested or not shown.

Results follow in this order: DAX1 inh-1	GAA850 FXN act	hgDAF-12 ag	SMARCA2 activ	DAX1 inh-2	sPLA2-III inh	PLCb3 inh	hcDAF12 agonist	ssDAF12 agonist	PG9 binder	Rev-erbA mod
CN(CC(=O)Nc1ccc(N2CCOCC2)cc1)C(=O)c1ccc(CS(C)(=O)=O)cc1
    -0.1	2.2	1.2	-1	0.8	8	-2	0.1	-0.7	0.3	-4
CN(C)c1oc(-c2ccco2)nc1S(=O)(=O)c1ccc(Br)cc1
    0.5	0.1	-2.7	-4	-0.4	9	-7	-0.8	-1.0	0.8	-11
COc1ccc(NC(=O)C2(C)CCN2Cc2csc3ccccc23)cc1OC (stereo unspecified)
    -1.5	1.6	0.3	-1	/	2	-1	-2.3	-1.8	-2.0	-3
O=C(CN1CCCC1c1cccs1)Nc1cc(S(=O)(=O)N2CCCC2)ccc1Cl (stereo unspecified)
    -0.9	-0.9	-0.3	2	-1.9	-2	5	-0.6	-0.5	-2.1	-2
COc1ccc(C(=O)CSc2nnc(-c3ccccc3)n2-c2ccc(Cl)cc2)cc1
    -1.1	/	1.7	-2	/	-8	-1	-0.9	-0.7	/	13
Cc1sc2ncn(CC(=O)N3CCN(c4ccccn4)CC3)c(=O)c2c1S(=O)(=O)N1CCCCC1
    0.1	0.7	-1.6	-3	-1.4	6	-7	0.7	-1.0	-0.7	1
Cc1ccc(C2=CC(=O)C[C@H](c3ccc(F)cc3)C2)cc1
    0.7	1.1	-2.1	-1	0.2	-13	-2	-0.7	-1.6	2.1	-2
Clc1ccc(N2CCN(/N=C/c3cccnc3)CC2)cc1
    -1.1	2.9	-1.9	-4	-0.3	10	-5	-3.9	-1.7	-1.4	5
CC1(C)Cc2c(C#N)c(N3CCN(C(=O)c4ccco4)CC3)nc(Cc3ccccc3)c2CO1
    -0.1	1.1	0.9	-2	0.5	-3	-10	-2.3	-0.9	0.2	1
CCCn1c(SCC(=O)N2CCCCC2)nnc1-c1ccccn1
    0.1	/	0.2	1	/	2	1	-1.6	-1.2	-2.4	3
CC(C)Oc1ccc(/C=N/NC(=O)c2ccc(N(Cc3ccccc3)S(C)(=O)=O)cc2)cc1
    -0.8	0.1	3.4	-1	0.7	2	-8	-0.8	-0.8	-1.0	-1
COc1ccc(/C=N/NC(=S)Nc2cccc(C(=O)O)c2)cc1
    1.2	3.3	4.7	5	-3.6	4	-6	1.4	-0.1	-2.7	-3
CC(C)C[C@H](NC(=O)c1ccc(OC2CCN(C(=O)C3CC3)CC2)cc1)C(N)=O
    0.3	0.4	-0.5	-7	-1.0	7	-4	-0.7	-1.0	-1.4	-3
CC(OC(=O)Cc1ccc(F)cc1)C(=O)N1CCc2ccccc21 (stereo unspecified)
    0.9	1.1	0.8	-1	0.9	-2	-4	-0.2	-0.9	-0.5	5
O=C(COC(=O)C1CC(=O)N(Cc2ccco2)C1)Nc1ccc(F)cc1F (stereo unspecified)
    1.5	0.1	2.5	-3	1.1	5	-12	-1.5	-0.7	1.8	0
COCCNc1c2c(nc3c(-c4ccccc4)c(C)nn13)CCC2
    -0.5	1.2	1.1	-1	0.7	5	-69	-2.1	-1.8	-2.1	1
Cc1ccc(OCC(=O)N/N=C\c2cccn2C)c([N+](=O)[O-])c1
    -0.4	1.4	4.4	2	-1.2	2	-2	-1.1	-1.1	-1.1	6
Cc1cc2c(cc1S(=O)(=O)N1CC(C)CC(C)C1)OCC(=O)N2 (stereo unspecified)
    -2.9	-1.8	-4.2	0	0.6	4	2	-1.4	-0.9	0.6	2
COc1ccc(-c2noc(CCC(=O)Nc3ccc(C)c(C)c3)n2)cc1
    0.8	-1.9	1.3	0	1.5	11	0	-1.5	-1.5	2.3	-1
O=C(OCC#CCSc1nnc(-c2ccccc2Cl)o1)c1ccc(F)cc1
    /	/	5.6	/	/	-1	-3	-0.9	-0.9	/	-2
CC(C(=O)N=Nc1c(O)[nH]c2ccccc12)n1cnc2ccccc2c1=O (stereo unspecified)
    -0.3	2.0	0.5	-4	-1.6	-5	16*	1.9	-1.3	-5.8	3
Cc1ccc2oc(=O)c3cnn(CC(=O)NCCCOC(C)C)c3c2c1
    -0.5	-1.3	1.6	-2	0.2	4	2	1.2	-0.5	-1.6	6
Cc1ccccc1N1CCN(C2CCCN(C(=O)CCc3c(C)noc3C)C2)CC1 (stereo unspecified)
    -3.1	3.5	-2.4	-1	-0.8	-7	-7	-3.9	-1.6	-1.3	-4
COc1ccc(N2C(=O)CCC(C(=O)Nc3cccc(C)n3)C2c2ccc(OC)c(OC)c2)cc1 (stereo unspecified)
    -0.9	2.1	-0.5	3	-0.2	2	5	-1.0	-0.6	-1.6	/
COc1cc([N+](=O)[O-])ccc1NC(=O)CCCOc1cccc(C)c1
    0.7	1.8	0.1	-7	3.2	-16	-2	-1.1	-0.8	-0.5	1
CC1=C(C(=O)OC(C)C)C(c2ccc(O)cc2)NC(=O)N1 (stereo unspecified)
    -0.4	1.6	-0.4	-1	-0.7	1	-8	-2.4	-0.8	-0.8	1
CCCCSc1nnc2c(n1)OC=Nc1ccccc1-2
    0.2	0.1	-1.1	-1	3.7	2	-6	0.3	-0.5	1.3	0
O=C(O)CCCN1C(=O)C2C3C=CC(C2C1=O)C1C(=O)N(CCCC(=O)O)C(=O)C31 (stereo unspecified)
    0.4	0.5	3.3	3	1.1	-2	-4	-1.0	-0.4	-0.7	8
O=C(O)CC(c1ccc(Br)cc1)N1Cc2ccccc2C1=O (stereo unspecified)
    -0.3	2.1	-3.3	-2	-0.2	-3	-3	-1.1	-1.1	-2.2	2
CN(C)c1ccc(NC(=O)CSc2nc(N)c(C(=O)Nc3ccc(N(C)C)cc3)s2)cc1
    -2.3	2.8	-1.8	-3	-1.8	2	1	-2.5	-1.7	-8.1	-3

A few values from the list:
Entry of CC1=C(C(=O)OC(C)C)C(c2ccc(O)cc2)NC(=O)N1 (stereo unspecified) under sPLA2-III inh: 1
Entry of COc1cc([N+](=O)[O-])ccc1NC(=O)CCCOc1cccc(C)c1 under SMARCA2 activ: -7

Next results
Results follow in this order: DAX1 inh-1	GAA850 FXN act	hgDAF-12 ag	SMARCA2 activ	DAX1 inh-2	sPLA2-III inh	PLCb3 inh	hcDAF12 agonist	ssDAF12 agonist	PG9 binder	Rev-erbA mod
Cc1ccccc1OCC(=O)OC(C(=O)c1ccccc1)c1ccccc1 (stereo unspecified)
    -0.3	0.8	-2.1	3	1.0	1	0	0.1	-1.1	1.3	-7
Cc1ccc(-c2nnn(CC(=O)N(CCN3CCOCC3)C(C(=O)NC(C)(C)C)c3ccco3)n2)cc1 (stereo unspecified)
    -0.1	1.7	-1.7	-3	2.0	-19	2	0.5	-0.4	-0.4	6
O=C(Cn1cccc1C(=O)c1ccccc1)NCc1ccc(F)cc1
    -1.5	-0.5	0.9	3	0.4	-1	-1	2.9	-0.4	-0.3	-2
O=C(Nc1ccc(S(=O)(=O)N2CCOCC2)cc1)c1ccc([N+](=O)[O-])s1
    -3.1	1.7	-4.3	-2	0.1	-5	3	-1.8	-1.2	-3.0	-4
CCC1CCCCN1CCCNC(=O)c1nn(C)c2c1CS(=O)(=O)c1ccccc1-2 (stereo unspecified)
    0.1	2.2	1.7	-2	1.0	8	-3	-0.4	-0.7	2.3	-6
CC(=O)N1c2ccc(S(=O)(=O)N3CCC(C(=O)Nc4ccc(C)cn4)CC3)cc2CC1C (stereo unspecified)
    -1.2	-1.1	-3.0	-4	-1.2	-1	-6	-4.2	-1.8	-2.0	-4
O=C1C=C(c2ccccc2)C(O)(c2ccccc2)C1 (stereo unspecified)
    -0.4	0.8	4.9	0	0.0	-5	1	0.1	-2.0	0.5	-1
CC(=O)Nc1cc2c(cc1NC(=O)Cn1nnc(-c3ccc(C)o3)n1)OCCO2
    -0.5	-1.7	-1.5	-2	-1.0	1	4	-0.4	0.7	-0.2	3
CO/N=C(\C(=O)N[C@@H]1C(=O)N2C(C(=O)O)=C(COC(N)=O)CS[C@H]12)c1ccco1
    0.5	0.8	0.3	3	0.7	4	-6	-0.5	-1.1	-0.8	5
CCCn1nnnc1NCc1ccc(F)cc1
    -0.1	1.4	0.8	2	1.4	1	2	-0.5	-1.5	-2.8	-1
O=C(COC(=O)c1ncc(Cl)c(Cl)c1Cl)NC1CCCCCC1
    -0.9	0.8	-0.7	-3	-1.1	-7	-4	0.4	-1.0	-1.1	1
Cc1ccc2c(c1)C1CC(C)(O2)N(c2cccc(C(=O)NC3CCN(Cc4ccccc4)CC3)c2)C(=O)N1 (stereo unspecified)
    0.0	0.2	0.2	1	0.4	-17	-3	-1.4	-1.0	-0.8	-9
Cc1ccc(NS(=O)(=O)c2cccc(C(=O)NC3CCN(Cc4ccccc4)CC3)c2)c(C)c1
    -5.3	-5.7	-3.0	-4	-2.0	-32	-5	-3.1	-1.7	-0.4	-3
O=C(Cc1cccc2ccccc12)Nc1ccc(O)cc1C(=O)O
    0.1	-1.8	3.9	-1	0.9	-16	-54	-0.3	-0.6	-1.7	6
COC(=O)[C@]12CCCCC=C1N(Cc1ccc(Cl)cc1Cl)C(=O)[C@H](CC(=O)NCCCN1CCCC1=O)C2
    -0.9	/	-1.1	-1	/	-7	1	-1.4	-0.9	-1.3	-4
COc1ccc2c(c1)CCc1sc(NC(=O)c3ccc(C)cc3)nc1-2
    0.0	-2.8	1.3	-1	1.8	-7	-45	-1.7	-1.0	-0.6	0
COC1=C(OC)c2ccccc2C(C(=O)O)N/C1=C(/C)Nc1ccncc1 (stereo unspecified)
    -0.1	-0.8	-0.8	-4	-0.9	-5	-6	-0.7	-1.2	-0.2	5
CCN1C(=NCc2ccccc2)N[C@@H](c2ccccc2)[C@H](C(=O)OC)[C@H]1C
    -0.1	-4.9	0.6	1	3.1	8	1	-1.1	-0.9	1.1	1
CCCC(=O)N1CCN(c2nc3ccc(CC)cc3s2)CC1
    0.9	5.5	-0.3	0	1.4	9	-9	0.4	-1.6	0.5	-5
O=C(NCc1ccccn1)C1CC(c2ccc(Cl)c(Cl)c2)=NO1 (stereo unspecified)
    0.6	2.9	0.7	-3	1.4	2	3	-2.9	-1.1	-0.8	5
O=C1NC(=Nc2ccc3ccccc3c2)S/C1=C/c1ccco1
    0.4	3.0	7.4	10*	0.9	7	-30	4.0	2.0*	-0.5	-8
Cn1c(N)c(C(=O)COC(=O)/C=C/c2ccc(OC(F)F)cc2)c(=O)n(C)c1=O
    -0.9	1.2	-2.5	-3	-0.1	-1	2	-2.1	-0.5	-0.7	-1

Some of these compounds in order of the PG9 binder value, largest number first:
smiles | DAX1 inh-1 | SMARCA2 activ | DAX1 inh-2 | sPLA2-III inh | PLCb3 inh | hcDAF12 agonist | ssDAF12 agonist | PG9 binder | Rev-erbA mod
O=C1NC(=Nc2ccc3ccccc3c2)S/C1=C/c1ccco1 | 0.4 | 10* | 0.9 | 7 | -30 | 4.0 | 2.0* | -0.5 | -8
O=C(NCc1ccccn1)C1CC(c2ccc(Cl)c(Cl)c2)=NO1 (stereo unspecified) | 0.6 | -3 | 1.4 | 2 | 3 | -2.9 | -1.1 | -0.8 | 5
COC(=O)[C@]12CCCCC=C1N(Cc1ccc(Cl)cc1Cl)C(=O)[C@H](CC(=O)NCCCN1CCCC1=O)C2 | -0.9 | -1 | / | -7 | 1 | -1.4 | -0.9 | -1.3 | -4
